Screening data as filed in PubChem.
PPARg SRC2 recr: agonists of SRC-2 recruitment by human PPARgamma | P37231 | PPARgamma LBD-SRC-2 recruitment, biochemical | activation, % at 8 µM | 200,000 compounds, 0.34% hits; in the data active means activation above about 22%;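 further: 0% = vehicle and 100% = reference agonist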
ROMK primary: human ROMK K+ channel modulation, primary screen | P48048 | Tet-inducible ROMK, thallium flux fluorescence; actives lie on both sides | B-score at 10 µM | 130,000 compounds, 2% hits | AID 1918;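 active means signal ratio slope over the read window, or its plate-corrected B-score, at least 3 SD from the plate mean, either direction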;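 further: B-score of the F/F0 ratio slope over 7 to 12 s after thallium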
Target sequence (P48048 whole entry, looked up): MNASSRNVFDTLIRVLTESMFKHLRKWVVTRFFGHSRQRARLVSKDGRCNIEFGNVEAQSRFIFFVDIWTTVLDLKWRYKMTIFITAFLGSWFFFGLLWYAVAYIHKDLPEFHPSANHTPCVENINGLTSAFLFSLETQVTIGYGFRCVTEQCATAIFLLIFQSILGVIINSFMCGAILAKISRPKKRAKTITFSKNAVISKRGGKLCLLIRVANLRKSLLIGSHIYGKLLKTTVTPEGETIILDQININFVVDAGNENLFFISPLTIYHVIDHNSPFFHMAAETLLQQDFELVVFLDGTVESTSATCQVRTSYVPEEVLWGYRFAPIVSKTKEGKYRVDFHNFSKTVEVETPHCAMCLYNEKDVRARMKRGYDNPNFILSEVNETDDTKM
PPARg SRC3 recr: promotes SRC-3 coactivator recruitment by human PPARgamma | P37231 | biochemical PPARgamma/SRC-3 coactivator recruitment assay | activation, % at 8 µM | 200,000 compounds, 0.26% hits | AID 731; in the data active means activation above about 23%;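 further: 0% = DMSO and 100% = reference agonist; some compounds past the cut are filed as inactive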
bIAP activator: increases bovine intestinal alkaline phosphatase activity; activation factor at 20 µM; 200,000 compounds, 0.17% hits; AID 1016; purified bovine IAP, CDP-star luminescence, 30 min; active compounds read high; fold of DMSO-control signal, blank-subtracted;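 active means activation factor of 2 or more at 20 µM, a signal rise over negative controls twice the positive control's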
PPARg SRC1 recr: agonists of human PPARgamma SRC-1 coactivator recruitment; AID 631; activation, % at 8 µM; P37231; PPARgamma-SRC-1 coactivator recruitment biochemical assay; 200,000 compounds, 0.41% hits; in the data active means activation above about 19%;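 further: 0% = DMSO and 100% = reference agonist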
S1P3 antag: S1P3 (human) receptor antagonism | 170,000 compounds, 0.27% hits | inhibition, % at 4.98 µM | CHO S1P3 NFAT-BLA reporter, FRET fluorescence, antagonist mode;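 active means inhibition above the plate cutoff, the mean inhibition of test wells on that plate plus 3 SD, cut at about 28% in these data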;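 further: cells challenged with S1P at its EC80 of 0.8 µM; blue over green emission ratio from cleaved BLA substrate after 4 h stimulation; 0% = S1P-stimulated wells and 100% = unstimulated DMSO-only wells; some compounds past the cut are filed as inactive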
Target sequence (Q99500 whole entry, looked up): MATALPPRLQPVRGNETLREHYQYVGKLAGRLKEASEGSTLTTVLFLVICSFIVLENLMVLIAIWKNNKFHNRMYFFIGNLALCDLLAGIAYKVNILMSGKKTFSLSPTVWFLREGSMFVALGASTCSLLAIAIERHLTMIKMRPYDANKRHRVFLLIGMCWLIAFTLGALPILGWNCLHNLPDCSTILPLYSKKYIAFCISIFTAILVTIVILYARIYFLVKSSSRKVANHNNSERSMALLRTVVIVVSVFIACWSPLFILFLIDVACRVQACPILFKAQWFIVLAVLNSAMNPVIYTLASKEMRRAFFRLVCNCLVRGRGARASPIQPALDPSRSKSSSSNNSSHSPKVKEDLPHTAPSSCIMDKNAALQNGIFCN
bIAP inhibitor: blocks bovine intestinal alkaline phosphatase activity; purified bovine IAP, CDP-star luminescence, 30 min; inhibition, % at 20 µM; 190,000 tested, under 10 active; AID 1019;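 active means over 50% inhibition of intestinal alkaline phosphatase at 20 µM in the single-dose screen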
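Assay system: bovine IAP enzyme; medium: DEA buffer 100 mM, pH 9.8, with MgCl2 1.0 mM, ZnCl2 0.02 mM; doses: 20 µM single dose; incubation: enzyme reaction for 30 min at room temperature; detection: CDP-star luminescence signal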
Lmaj promast: reduces viability of Leishmania major promastigotes; resazurin fluorescence viability; inhibition, % at 10 µM; AID 1063; 200,000 compounds, 9% hits; in the data active means inhibition above about 50%;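 further: promastigotes grown with compound for 44 hours at 28 °C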
TLR4-MyD88 BLA: inhibitors of human TLR4-MyD88 binding; O00206+Q99836; HeLa CL3-4 TLR4/MyD88 BLA complementation, FRET ratio; inhibition, % at 8.4 µM; 200,000 compounds, 0.18% hits; in the data active means inhibition above about 25%;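 further: 0% = vehicle and 100% = reference inhibitor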
SRC2 TRFRET art: counter-screen for PPARgamma SRC-2 recruitment agonists: TR-FRET artefact; active compounds read high; TR-FRET ratio at 8 µM; 200,000 compounds, 0.4% hits; in the data active means TR-FRET ratio above about 2000; further: inactives centre near 1500; reference of the scale not given here
DTT redox prof: compounds producing H2O2 with reducing agent – biochemical, NIH compound library profiling, artefact control for MLSCN library redox annotation, primary screen; DTT-dependent redox cycling H2O2, phenol red/HRP absorbance; 100% = 100 µM peroxide control, 0% = buffer; activation, % at 10 µM; AID 878; 200,000 compounds, 0.03% hits;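 active means activation of at least 50% relative to the plate's high and low controls in the primary single-dose screen; inactive means activation below 50%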;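 further: compound incubated with DTT at 0.8 mM final as the reducing agent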
* hit, by the source's call; / = no result given.

Start of the listing, in advance, six compounds:
SMILES	PPARg SRC2 recr	ROMK primary	PPARg SRC3 recr	bIAP activator	PPARg SRC1 recr	S1P3 antag	bIAP inhibitor	Lmaj promast	TLR4-MyD88 BLA	SRC2 TRFRET art	DTT redox prof
Cc1cc2c(c(/C=C/C(=O)c3ccccc3)c1)OC1(C=C2)Oc2ccccc2C(=O)N1C (stereo not given)	-2	0.0066	3	0.9	5	4	5	98*	-4	1420	0.1
Cc1ccc(C)c(NC(=O)c2cnn3ccccc23)c1	5	/	-3	1	0	/	5	0	-10	1521	-0.6
O=C1C(c2ccncc2)=C(O)c2ccccc21	6	-0.032	13	0.8	7	-36	22	2	2	1654	2.1
CC(C)c1ccc(CNC(=O)CSCC(=O)Nc2ccc3ccccc3c2)cc1	-6	/	-4	0.9	-6	/	13	4	0	1414	0.0
O=C(CSc1ncn[nH]1)OCN1C(=O)c2ccccc2C1=O	7	/	0	1	10	-15	4	1	2	1638	0.7
CCn1c(COc2ccccc2C)nnc1SCC(=O)OC	3	/	-4	0.9	-3	-25	12	-11	9	1506	-1.9

All compounds of this part, from the first entry:
SMILES	PPARg SRC2 recr	ROMK primary	PPARg SRC3 recr	bIAP activator	PPARg SRC1 recr	S1P3 antag	bIAP inhibitor	Lmaj promast	TLR4-MyD88 BLA	SRC2 TRFRET art	DTT redox prof
Cc1cc2c(c(/C=C/C(=O)c3ccccc3)c1)OC1(C=C2)Oc2ccccc2C(=O)N1C (stereo not given)	-2	0.0066	3	0.9	5	4	5	98*	-4	1420	0.1
Cc1ccc(C)c(NC(=O)c2cnn3ccccc23)c1	5	/	-3	1	0	/	5	0	-10	1521	-0.6
O=C1C(c2ccncc2)=C(O)c2ccccc21	6	-0.032	13	0.8	7	-36	22	2	2	1654	2.1
CC(C)c1ccc(CNC(=O)CSCC(=O)Nc2ccc3ccccc3c2)cc1	-6	/	-4	0.9	-6	/	13	4	0	1414	0.0
O=C(CSc1ncn[nH]1)OCN1C(=O)c2ccccc2C1=O	7	/	0	1	10	-15	4	1	2	1638	0.7
CCn1c(COc2ccccc2C)nnc1SCC(=O)OC	3	/	-4	0.9	-3	-25	12	-11	9	1506	-1.9
Cc1ccc(S(=O)(=O)N2CCCC(C(=O)Nc3cccnc3)C2)cc1 (stereo not given)	7	0.18	8	0.9	3	/	6	-3	-17	1719	-0.2
CC(C(=O)Nc1cccc([N+](=O)[O-])c1)N(c1ccccc1)S(C)(=O)=O (stereo not given)	9	-0.12	4	0.9	-2	4	6	-3	-4	1684	-0.8
CCOC(=O)c1ccc(NC(=O)/C=C/c2cccs2)cc1	12	-0.028	1	0.9	0	-6	14	14	5	1551	-0.5
O=C(CSc1ncccn1)Nc1cc(Cl)ccc1[N+](=O)[O-]	13	-1.4	6	1	12	-10	-1	-12	-14	1768	-0.6
Cc1ccc(S(=O)(=O)CCc2nnc(NC(=O)c3cnccn3)s2)cc1	4	/	-6	0.8	3	-26	22	-2	-12	1617	-3.3
COCCCNC(=O)CS(=O)(=O)Cc1nc(-c2cccc(OC)c2)oc1C	-1	0.11	-1	1	5	-2	2	-7	11	1295	-5.2
Cc1cc2ccccc2n2c(SCC(=O)N3CCc4ccccc4C3)nnc12	-1	0.71	12	1	-3	/	-4	5	12	1286	0.9
Cc1ccccc1C(=O)c1c[nH]c(C(=O)NCC2CCCO2)c1 (stereo not given)	10	/	10	1	10	/	3	0	4	1719	1.6
O=C(C1=COCCO1)N1CCN(C(c2ccccc2)c2ccccc2)CC1	-6	/	5	1.1	5	-22	-7	4	-8	1517	-3.0
Cc1onc(-c2ccccc2)c1C(=O)Nc1ccncc1	2	0.15	-3	0.9	2	-3	9	1	9	1660	0.5
COc1ccccc1C(=O)OCC(=O)Nc1cc(S(=O)(=O)N2CCOCC2)ccc1N1CCCC1	1	-0.61	2	1.2	5	-4	-17	-1	-9	1717	-2.8
COc1ccc(OC)c(C2CC(=O)N3CN(c4cccc(Cl)c4C)CSC3=C2C#N)c1 (stereo not given)	1	/	11	0.9	12	-27	13	-2	-5	1629	-0.5
COc1ccc(CNC(=O)c2c(O)c3cccc4c3n(c2=O)CCC4)cc1	-1	/	2	0.9	3	-5	6	-2	-4	1568	1.3
Cc1c(NC(=O)C(C)N2C(=O)C3C4C=CC(C4)C3C2=O)c(=O)n(-c2ccccc2)n1C (stereo not given)	4	/	13	1	4	-22	0	-4	-11	1452	-2.8
O=C(O)c1ccc(NC(=O)c2cn(-c3ccccc3)nc2-c2ccc(Cl)cc2)cc1	3	1.7	1	1	6	-4	4	-3	2	1588	-1.9
Cc1[nH]c(=O)[nH]c(=O)c1S(=O)(=O)N1CCCC(C(=O)NCc2ccccc2Cl)C1 (stereo not given)	-1	0.58	-6	1	2	3	1	-7	4	1472	0.9
COC(=O)c1c(C(=O)OC)c(-c2cccc(Cl)c2)n2c1CS(=O)C2 (stereo not given)	-4	0.6	-1	1	4	-2	4	-2	-19	1622	0.4
CN(C=C1C(=O)CC(C)(C)CC1=O)CCN1CCNCC1	8	0.18	10	1	4	/	3	-4	-2	1489	0.1
O=C1Nc2ccccc2Nc2ncccc21	6	0.47	-7	1	-4	/	-1	-2	-4	1516	-4.9

Continued.
SMILES	PPARg SRC2 recr	ROMK primary	PPARg SRC3 recr	bIAP activator	PPARg SRC1 recr	S1P3 antag	bIAP inhibitor	Lmaj promast	TLR4-MyD88 BLA	SRC2 TRFRET art	DTT redox prof
COc1cccc(/C=C2\N=C(c3c(-c4ccccc4)noc3C)OC2=O)c1OC	9	/	2	1	6	/	-2	-6	1	1631	0.6
COc1ccc(C(=O)Nc2ccccc2C(N)=O)cc1	0	/	9	0.8	0	0	20	0	-4	1648	1.0
O=C(CSc1nnc(-c2ccccc2)o1)n1c2c(c3ccccc31)CCCC2	-3	/	-3	0.9	-2	-17	8	0	7	1466	1.7
Cc1sc2nc(CN3CCC(C)CC3)nc(Cl)c2c1C	5	/	4	1	-1	8	2	26	28*	1517	-0.4
O=C(NC1CCCCCC1)c1ccc(=O)n(Cc2ccccc2)n1	12	-0.21	3	0.8	12	-7	16	9	3	1785	-0.5
CCCc1cc(=O)[nH]c(SCc2nc3ccccc3s2)n1	-5	/	-9	0.9	7	/	8	-5	8	1333	-3.7
O=C1c2c([N+](=O)[O-])cc([N+](=O)[O-])cc2S(=O)N1Cc1ccccc1 (stereo not given)	2	0.028	4	1	3	-2	3	-11	2	1730	0.1
CCCCn1nnc(NC(=O)c2ccc(-c3ccccc3)cc2)n1	4	/	1	0.8	11	27	20	11	9	1485	2.1
CCOc1ccccc1NC(=O)C1C2CCC3C(CCC21)C3(Cl)Cl (stereo not given)	-5	/	0	0.8	-1	3	19	10	4	1454	-0.6
CN(C)CCCOC(=O)c1cc2ccccc2o1	4	-0.036	7	0.9	-2	-5	6	17	11	1493	-0.1
CCCCc1nnc(NC(=O)CSc2nc(O)c(-c3ccccc3)c(=O)[nH]2)s1	5	-0.11	-6	1	11	-32	-2	-8	0	1542	1.2
COCCn1c(=S)[nH]c2ncccc2c1=O	4	1.8	-11	1	7	-28	-4	-8	-3	1553	-2.8
CCOC(=O)C1CCN(c2nc3cc(OC)ccc3cc2C#N)CC1	-3	-1.3	-3	1	7	-7	0	-1	-4	1539	2.0
COC(=O)CC1C(=O)NCCN1C(=S)Nc1cc(C)cc(C)c1 (stereo not given)	-13	-0.039	0	1	-4	-14	-2	-3	-13	1342	0.1
CCN=c1scc(-c2ccco2)n1/N=C/c1ccc(O)cc1	14	1.2	6	0.9	6	/	12	13	2	1674	-0.6
Cc1cccc(OC2(c3ccccc3)OC(=O)c3ccccc32)c1C (stereo not given)	1	0.16	5	0.8	-1	/	16	-1	-10	1570	-7.5
COc1ccc(-n2nc(C(N)=O)c(O)cc2=O)cc1	3	0.0065	5	1.1	3	7	-9	-8	-19	1475	-0.5
Cn1c(N)c(C(=O)COc2ccc(Cl)cc2Cl)c(=O)n(C)c1=O	-2	/	5	1.1	4	0	-5	12	-5	1485	0.2
CN(CCc1nc2ccc(Cl)cc2[nH]1)Cc1nc(CC2CC2)no1	8	/	5	1	12	1	1	4	-11	1609	-1.1
CCOCCCNC(=O)C(NC(=O)Cc1c[nH]c2ccccc12)c1ccccc1 (stereo not given)	-7	-0.16	3	1	6	-13	-3	-3	13	1404	0.8
CCN(C(=O)CSc1ncccc1C(=O)O)C1CCCCC1	8	0.2	1	0.9	-1	-7	6	-6	-16	1517	-2.3
S=C(NCC1COc2ccccc2O1)Nc1ccc(Br)cc1 (stereo not given)	-2	0.039	-4	0.9	4	-2	6	-3	-13	1474	-0.3
Nc1nc(SCC(=O)N2CCOCC2)[nH]c(=O)c1-c1ccccc1	6	0.1	2	1	-1	-1	-2	-10	14	1407	-2.0
COc1cc(CCN2C(=O)N[C@@H](CCc3ccccc3)C(C(C)=O)=C2C)cc(OC)c1OC	10	0.58	5	0.9	10	-13	9	-4	-13	1562	-0.6
Cc1nnc(NC(=O)Nc2ccc(Cl)c(Cl)c2)s1	-1	0.64	-4	0.8	1	/	18	6	13	1352	0.4
COc1cc(OC)c(S(=O)(=O)N2CCCCC2)cc1S(=O)(=O)N1CCCCC1	-2	/	0	1.1	-3	-5	-8	4	-2	1478	0.9
O=C(COc1ccc(C(=S)N2CCOCC2)cc1Cl)Nc1ccccc1Cl	6	0.71	4	1	0	3	-4	-5	-16	1717	-0.2
Cc1cc(/C=c2\sc3nc4ccccc4n3c2=O)c(C)n1-c1ccc(C(=O)O)cc1	2	2.5	2	1	5	1	-1	8	-1	1606	-1.1
S=c1[nH]nc(-c2ccncc2)n1/N=C/c1ccccc1	-3	/	5	0.7	4	-5	26	-3	1	1455	0.5
Cc1oc(-c2ccccc2F)nc1CN1CCC(C(=O)NCc2ccco2)CC1	3	-0.82	2	1.1	8	-14	-6	2	2	1678	0.4

Complete entries, quoted from the list. Order of values: PPARg SRC2 recr, ROMK primary, PPARg SRC3 recr, bIAP activator, PPARg SRC1 recr, S1P3 antag, bIAP inhibitor, Lmaj promast, TLR4-MyD88 BLA, SRC2 TRFRET art, DTT redox prof
CCOc1ccccc1NC(=O)C1C2CCC3C(CCC21)C3(Cl)Cl (stereo not given) across the screens: -5, /, 0, 0.8, -1, 3, 19, 10, 4, 1454, -0.6
S=C(NCC1COc2ccccc2O1)Nc1ccc(Br)cc1 (stereo not given) across the screens: -2, 0.039, -4, 0.9, 4, -2, 6, -3, -13, 1474, -0.3
COc1cccc(/C=C2\N=C(c3c(-c4ccccc4)noc3C)OC2=O)c1OC across the screens: 9, /, 2, 1, 6, /, -2, -6, 1, 1631, 0.6

Structures listed so far shown as hits in TLR4-MyD88 BLA:
mol	PPARg SRC2 recr	ROMK primary	PPARg SRC3 recr	bIAP activator	PPARg SRC1 recr	S1P3 antag	bIAP inhibitor	TLR4-MyD88 BLA	DTT redox prof
Cc1sc2nc(CN3CCC(C)CC3)nc(Cl)c2c1C	5	/	4	1	-1	8	2	28*	-0.4
